CHT inh: inhibitors of human choline transporter CHT; AID 488975; Q9GZV3; B-score at 10 µM; 310,000 tested, 0.86% active; CHT-expressing cells, membrane potential dye, choline response; hits give low values;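 active = B-score over 3 SD under the library average, and starting fluorescence ratio not unusually high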;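 also: choline stimulus applied at its EC90 after an EC20 pre-addition; B-score computed on integrated fluorescence ratio after choline addition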
Target sequence (Q9GZV3 whole entry, looked up): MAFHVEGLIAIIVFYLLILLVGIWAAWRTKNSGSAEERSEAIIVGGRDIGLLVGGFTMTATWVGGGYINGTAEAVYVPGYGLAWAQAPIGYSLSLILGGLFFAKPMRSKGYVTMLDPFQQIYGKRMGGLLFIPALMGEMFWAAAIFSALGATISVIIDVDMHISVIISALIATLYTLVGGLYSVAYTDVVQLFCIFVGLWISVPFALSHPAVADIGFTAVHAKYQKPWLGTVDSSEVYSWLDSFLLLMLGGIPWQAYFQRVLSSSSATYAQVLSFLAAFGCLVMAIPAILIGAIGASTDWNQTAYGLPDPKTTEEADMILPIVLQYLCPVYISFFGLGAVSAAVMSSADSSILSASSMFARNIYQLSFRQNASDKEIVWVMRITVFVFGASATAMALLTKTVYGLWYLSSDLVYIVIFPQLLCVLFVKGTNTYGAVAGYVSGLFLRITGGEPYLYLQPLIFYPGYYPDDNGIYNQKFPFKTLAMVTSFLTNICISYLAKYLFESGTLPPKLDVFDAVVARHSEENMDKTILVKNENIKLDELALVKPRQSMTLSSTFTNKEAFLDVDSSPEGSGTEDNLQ
CHT allo act: allosteric activators of human choline transporter CHT | CHT-expressing cells, membrane potential dye, choline EC20; hits give high values; LV-AA mutant CHT in HEK293 cells | B-score at 10 µM | 310,000 tested, 0.49% active;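 active = initial fluorescence not abnormally high and integrated response B-score, plate-corrected, over 3 SD above library mean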
STK33 kinase inh: blocks human STK33 kinase activity; Q9BYT3; purified STK33, MBP phosphorylation, ADP-Glo luminescence; inhibition, % at 10 µM; 320,000 tested, 0.073% active; AID 2661;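 active = inhibition at or above 25%, using the most active replicate where run in duplicate; inactive = inhibition below 25%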
Target sequence (Q9BYT3 whole entry, looked up): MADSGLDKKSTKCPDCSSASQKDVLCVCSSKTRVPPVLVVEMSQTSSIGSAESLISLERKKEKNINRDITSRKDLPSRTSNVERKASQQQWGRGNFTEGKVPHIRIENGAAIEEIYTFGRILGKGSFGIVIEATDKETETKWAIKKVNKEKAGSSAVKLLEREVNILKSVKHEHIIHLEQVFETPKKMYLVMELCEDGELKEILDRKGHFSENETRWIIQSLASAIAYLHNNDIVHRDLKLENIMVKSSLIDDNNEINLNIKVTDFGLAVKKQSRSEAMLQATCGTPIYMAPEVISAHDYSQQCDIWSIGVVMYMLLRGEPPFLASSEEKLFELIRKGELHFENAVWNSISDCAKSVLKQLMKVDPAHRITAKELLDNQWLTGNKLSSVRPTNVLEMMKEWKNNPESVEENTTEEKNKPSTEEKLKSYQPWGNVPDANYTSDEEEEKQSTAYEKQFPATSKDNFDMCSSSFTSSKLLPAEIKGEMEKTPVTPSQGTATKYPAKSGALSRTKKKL
Active calls of the source: *; i = inactive; . = no result given.

SMILES | CHT inh | CHT allo act | STK33 kinase inh
CC(C)(C)NC(=O)c1sccc1C(=O)O | i | i | 2.2
COc1ccccc1NC(=O)c1ccc(NC(=O)Cc2n[nH]c(=O)c3ccccc23)cc1 | i | i | 1.4
COc1ccccc1NC1CCCCC1NS(=O)(=O)c1ccccc1 (stereo not given) | i | i | -2.4
COc1ccccc1C(=O)Nc1nnc(S(=O)(=O)N2CCCCCC2)s1 | i | i | 0.2
CC(=O)Nc1nc(-c2ccc3ccccc3c2)cs1 | i | i | 0.3
C=CCNC(=S)N1CCN(Cc2ccc3c(c2)OCO3)CC1 | i | i | -2.1
COc1ccc(NC(=O)CNc2cccc(C#N)c2)cc1Cl | i | i | 0.9
S=C(NCCN1CCOCC1)Nc1ccc(Cl)cc1 | i | i | -0.5
CC(C)(C)c1ccc(OCc2ccc(C(=O)N3CCOCC3)o2)cc1 | i | i | 0.3
Brc1ccc(OCc2nnc3n2CCC3)cc1 | i | i | -1.8
O=C(Nc1c(Cl)cc(Cl)cc1C(=O)NCc1cccnc1)c1ccc(Cl)cc1Cl | i | i | -0.6
CCn1c(=O)ccc2cc([N+](=O)[O-])ccc21 | i | i | .
CC(C)CN(C(=O)COC(=O)Cc1c[nH]c2ccccc12)c1c(N)n(Cc2ccccc2)c(=O)[nH]c1=O | i | i | 0.0
COc1ccccc1CNc1cc(C)ccn1 | i | i | -1.2
Nc1nc2c3ccccc3nc(C3CC3)n2n1 | i | i | -1.2
O=c1nc2n(c3c4c(sc13)CCC4)CCC2 | i | i | 0.1
COc1cc(C(=O)Nc2ccc(C)c(S(=O)(=O)N(C)C)c2)ccc1OCC(=O)N1CCOCC1 | i | i | 0.2
CC1=C(C(=O)Nc2cccc(F)c2)C(c2ccsc2)C2=C(CC(C)(C)CC2=O)N1 (stereo not given) | i | i | -1.4
Cc1ccc(NC(=O)N2CCCC(c3ccccc3)C2)cc1 (stereo not given) | i | i | -0.7
Cc1ccc(CC(=O)Nc2nc3ccccc3s2)cc1 | i | i | 1.7
COc1ccc(CN2C(=O)c3cccnc3C2=O)cc1S(=O)(=O)NCc1ccc(C)cc1 | i | i | 0.7
Cc1ccc(-c2onc3ccc(C(=O)O)cc23)cc1 | i | i | 6.7
Cn1ccnc1SCC(=O)N(C1CCCCC1)C1CCCCC1 | i | i | -0.7
CCCc1cc(NC(=O)CCl)n(-c2ccccc2)n1 | i | i | -0.1
CCS(=O)(=O)N1CCC(C(=O)Oc2ccccc2Br)CC1 | i | i | .

Rewritten with values under each structure: entries from further up.
Sequence of screens: CHT inh, CHT allo act, STK33 kinase inh
CC(=O)Nc1nc(-c2ccc3ccccc3c2)cs1
→ i, i, 0.3
C=CCNC(=S)N1CCN(Cc2ccc3c(c2)OCO3)CC1
→ i, i, -2.1
COc1ccc(NC(=O)CNc2cccc(C#N)c2)cc1Cl
→ i, i, 0.9
S=C(NCCN1CCOCC1)Nc1ccc(Cl)cc1
→ i, i, -0.5
CC(C)(C)c1ccc(OCc2ccc(C(=O)N3CCOCC3)o2)cc1
→ i, i, 0.3

In the list so far, these have a Cl atom:
SMILES | CHT inh | CHT allo act | STK33 kinase inh
COc1ccc(NC(=O)CNc2cccc(C#N)c2)cc1Cl | i | i | 0.9
S=C(NCCN1CCOCC1)Nc1ccc(Cl)cc1 | i | i | -0.5
O=C(Nc1c(Cl)cc(Cl)cc1C(=O)NCc1cccnc1)c1ccc(Cl)cc1Cl | i | i | -0.6
CCCc1cc(NC(=O)CCl)n(-c2ccccc2)n1 | i | i | -0.1

(cont.)
SMILES | CHT inh | CHT allo act | STK33 kinase inh
Cc1ccc(C)c(S(=O)(=O)NC(CC(C)C)C(=O)O)c1 (stereo not given) | i | i | 2.2
O=C(Nc1ccc(F)cc1)C(=O)c1cn(CC(=O)N2CCOCC2)c2ccccc12 | i | i | -0.6
CC(C)C(NS(=O)(=O)c1ccc2c(c1)C(C)(C)C(=O)N2C)C(=O)NCc1ccc(F)cc1 (stereo not given) | i | i | -0.6
Cc1ccc(CC(CC(=O)O)C(=O)NCc2ccccc2)cc1 (stereo not given) | i | i | -1.4
COC(=O)[C@@H](NC(=O)Nc1ccccc1F)C(C)C | i | i | -0.5
CCN(CC)S(=O)(=O)c1cccc(C(=O)Nc2cc(C)cc(C)c2)c1 | i | i | -1.5
O=C(NCc1ccccc1Cl)c1cnn2cccnc12 | i | i | -0.1
Cc1ccccc1C(=O)c1cccn1CC(=O)NCCN1CCN(c2cccc(C)c2C)CC1 | i | i | -0.5
Cc1c(Cl)c([N+](=O)[O-])nn1CC(=O)N1CCN(C23CC4CC(CC(C4)C2)C3)CC1 | i | i | -1.2
O=C(CCNC(=O)c1ccccc1Cl)NCCC1=CCCCC1 | i | i | .
O=C(Nc1c2c(nc3ccccc13)CCCC2)c1ccccc1Br | i | i | -1.2
CCN1/C(=C2\C(=O)N(c3ccccc3)N=C2C)C=Cc2cc(C)ccc21 | i | i | -1.8
c1ccc(-c2ccnc3nc(N4CCN(c5ccccc5)CC4)nn23)cc1 | i | i | -0.7
Cc1ccn2cc(C(=O)Nc3ccc4c(c3)OCCO4)nc2c1 | i | i | -1.5
CCOc1ccc(Cc2noc3c2C(=O)CC(C)(C)C3)cc1OCC | i | i | 0.7
CC(C)OP(=O)(OC(C)C)C(NC(=O)c1ccccc1)C(N)=O (stereo not given) | i | i | 0.0
CCCn1c(CNc2ccccc2O)nc2ccccc21 | i | i | -1.1
CCOc1nc(Nc2ccc(OC)cc2)nc(OCC)n1 | i | i | 0.5
Cc1ccc(S(=O)(=O)c2c(C)cc(C)[nH]c2=O)cc1 | i | i | 0.6
O=C(Nc1ccc2c(c1)OCCO2)c1cc2sccc2n1Cc1ccccc1 | i | i | -2.2
O=C(/C=C/c1ccc(Cl)cc1)Nc1ccc(Br)cn1 | i | i | -0.2
COC(=O)CC(NC(=O)Nc1ccc(C)cc1)c1cccc([N+](=O)[O-])c1 (stereo not given) | i | i | -2.3
COc1ccc(CNC(=O)CN2C(=O)NC3(CCCCCC3)C2=O)cc1OC | i | i | 0.3
CCOC(=O)c1ccc2c(c1)nc(SCC(=O)N1CCOCC1)n2CC | i | i | 0.1
N#Cc1cc(-c2ccccc2)c[nH]c1=O | i | i | 1.5

New compounds follow:
SMILES | CHT inh | CHT allo act | STK33 kinase inh
Cc1ccc(C(=O)N/C(=C\c2cccs2)C(=O)N2CCN(C)CC2)cc1C | i | i | 0.0
Cc1oc(=O)c(NC(=O)c2ccccc2)cc1C(C)O (stereo not given) | i | i | -1.7
CCOc1cc(/C=N/NC(=O)Nc2ccccc2)ccc1O | i | i | 3.6
CCC(=O)Nc1c(C(=O)N2CCCCCC2)cnn1-c1ccc(C)c(C)c1 | i | i | 0.5
CCOc1ccccc1NC(=O)c1ccc(-n2cncn2)nc1 | i | i | -2.6
COc1cccc(-c2ccc(NC(=O)C3CCCN(CCCn4cccn4)C3)cc2)c1 (stereo not given) | i | i | -0.2
O=C1C2CC=CCC2C(=O)N1c1ccc(NCCc2ccc(O)cc2)c([N+](=O)[O-])c1 (stereo not given) | i | i | 0.3
CN(C)c1ccc(-c2sc(Nc3ccccc3)n[n+]2-c2ccc(F)cc2)cc1 | i | i | -0.7
CCCn1cc(SCC(=O)Nc2cc(C)on2)c2ccccc21 | i | i | -0.5
COc1ccc(/C=N/NC(=O)c2cccc(C(=O)N/N=C/c3ccc(OC)cc3)n2)cc1 | i | i | -0.2
O=C(N=C1SC2CS(=O)(=O)CC2N1Cc1ccc(Cl)cc1)C1CC1 (stereo not given) | i | i | -2.1
COc1ccccc1NC(=O)Nc1ccc2[nH]c(=O)[nH]c2c1 | i | i | 0.0
CC(C)(C)Cc1nnc(NC(=O)CSc2ccccc2)s1 | i | i | -1.7
CCN(CC)S(=O)(=O)c1ccc(Cl)c(C(=O)NC)c1 | i | i | 0.9
CC(C)N(C(=O)CSc1nc2ccccc2n1Cc1ccc(F)cc1)C(C)C | i | i | 0.5
O=C(Nc1ccc(NC(=O)C2CCCCC2)nc1)c1ccccn1 | i | i | -1.2
O=C(Nc1ccc(S(=O)(=O)NCc2ccccc2)cc1)c1ccc(Br)o1 | i | i | -1.7
CN(C)CC(C)(C)CNS(=O)(=O)c1cccc(Cl)c1Cl | i | i | -0.8
CCOc1cc(C(=O)NCc2ccccc2)ccc1OCC(=O)N1CCOCC1 | i | i | 0.1
O=C(CN1C(=O)C2C3C=CC(C3)C2C1=O)NCCc1ccccc1 (stereo not given) | i | i | -1.1
COc1ccc(N2CCN(C(=O)CNC(=O)Cc3ccc(Cl)cc3)CC2)cc1 | i | i | -0.7
Cc1ccc(S(=O)(=O)Nc2ccccc2C(=O)Nc2ccc(S(=O)(=O)Nc3nccc(C)n3)cc2)cc1 | i | i | -2.7
CCCC/C=C/C(NC(=O)CCc1ccccc1)c1ccccc1 (stereo not given) | i | i | -0.9
COc1ccc(NC(=O)CCNC(=O)Cn2cnc3sc4c(c3c2=O)CCCC4)c(OC)c1 | i | i | 0.4
Cc1ccc(S(=O)(=O)N2CCC(C(=O)Nc3ccccc3N3CCCCC3)CC2)cc1 | i | i | -0.7

Sorted by length of the SMILES (descending): part of the list above
SMILES | CHT inh | CHT allo act | STK33 kinase inh
O=C(N=C1SC2CS(=O)(=O)CC2N1Cc1ccc(Cl)cc1)C1CC1 (stereo not given) | i | i | -2.1
O=C(CN1C(=O)C2C3C=CC(C3)C2C1=O)NCCc1ccccc1 (stereo not given) | i | i | -1.1
CCOc1ccc(Cc2noc3c2C(=O)CC(C)(C)C3)cc1OCC | i | i | 0.7

The list continues.
SMILES | CHT inh | CHT allo act | STK33 kinase inh
COC(=O)c1ccc(CSc2nc3sc(C(=O)O)c(C)c3c(=O)[nH]2)cc1 | i | i | -0.6
CCOC(=O)N1CCN(C(=O)CSc2nnc(-c3ccc(C(C)(C)C)cc3)o2)CC1 | i | i | -5.7
Cc1c(Cl)cccc1N1C(=O)CC(NNC(=O)c2cccnc2)C1=O (stereo not given) | i | i | -0.2
Cc1ccc(C(NC(=O)N2CCOCC2)C(Cl)Cl)cc1F (stereo not given) | i | i | 0.0
COc1ccc(Cl)cc1NC(=O)NCCN1CCCCC1 | i | i | -1.0
CCCc1nc2nc(C)c(NS(=O)(=O)c3ccc(C(C)(C)C)cc3)c(=O)n2[nH]1 | i | i | -1.5
O=C(NC(=S)Nc1cccc(NC(=O)c2ccccc2)c1)c1cccc([N+](=O)[O-])c1 | i | i | -0.6
COc1ccc(N2CCN(c3ncnc4c3cnn4-c3ccc(C)cc3C)CC2)cc1 | i | i | 1.0
O=C(NCc1ccccc1Cl)C(=O)NCC1CCCN1S(=O)(=O)c1cccs1 (stereo not given) | i | i | -1.0
COc1ccc(-c2noc(CCC(=O)N3CCN(c4cc(C)ccc4C)CC3)n2)cc1 | i | i | -2.0
CCCCOC(=O)n1c(=O)oc2ccc(S(=O)(=O)N3CCCCC3)cc21 | i | i | 0.3
Cc1cc(C)cc(C(=O)NC(=S)Nc2cccnc2)c1 | i | i | -1.1
O=C(O)c1cccc(NC(=O)c2cc(NC(=O)c3ccccc3)cc(NC(=O)c3ccccc3)c2)c1 | i | i | -1.6
COc1cc(/C=N/N2C(=O)c3ccccc3NC2(C)c2cccc([N+](=O)[O-])c2)cc(Br)c1O (stereo not given) | i | i | -0.1
Cc1c(NC(=O)CSc2ccc(Cl)cc2)c(=O)n(-c2ccccc2)n1C | i | i | -0.3
CC(C(=O)NCC1CCCCC1)N(C)Cc1cccc(Cl)c1 (stereo not given) | i | i | -1.3
c1cncc(CNc2nc(-c3cccnc3)nc3ccccc23)c1 | i | i | 7.2
O=C(NC1(C(F)(F)F)NC(=O)N(CCc2ccccc2)C1=O)C1CC1 (stereo not given) | i | i | -2.6
C[C@@H](NC(=O)[C@@H]1Cc2ccccc2CN1)C(=O)NCc1ccco1 | i | i | 0.0
Cc1cccc(Nc2cc(=O)[nH]c(=O)[nH]2)c1C | i | i | -0.1
Nc1c(NCCC2=CCCCC2)c(=O)[nH]c(=O)n1Cc1ccccc1 | i | i | 1.2
CC(=O)Cc1nnn(-c2cc(C)on2)n1 | i | i | -3.1
Cc1ccc(C(=O)N/C(=C\c2ccccc2F)c2nc(=S)[nH][nH]2)cc1 | i | i | -2.3
Nc1ccc(N=Nc2ccccc2)c2cccnc12 | i | i | 10
Cc1ccccc1C(=O)NNC1=NCCC1 | i | i | -0.6

(cont.)
SMILES | CHT inh | CHT allo act | STK33 kinase inh
CC(C)(C)c1nc2scc(-c3cccs3)c2c(=O)o1 | i | i | -0.5
CCOC(=O)Cn1c2[n+](c3ccccc31)CC(O)CS2 (stereo not given) | i | i | -3.2
CCN(CC)S(=O)(=O)c1ccc(OC)c(NC(=O)c2cccs2)c1 | i | i | -2.3
CC(C)CCNC(=O)C1c2ccccc2Oc2ccccc21 | i | i | 0.1
O=C(N/N=C/c1ccc(OCC(=O)N2CCCC2)cc1)C(=O)NC1CC1 | i | i | 0.3
Cc1ccc(N(C(=O)CCCC(=O)Nc2ccccn2)C(C(=O)NC2CCCC2)c2ccc(O)cc2)cc1C (stereo not given) | i | i | -2.8
O=C(C/C=N\OCc1c(Cl)cccc1Cl)Oc1ccc(Cl)cc1Cl | i | i | -2.0
N#C/C(=C\c1ccncc1)c1nc2ccccc2c(=O)[nH]1 | i | i | 1.0
Cc1ccccc1C(=O)NCC(=O)OC(C)C(=O)Nc1ccnn1C(C)C (stereo not given) | i | i | -1.2
COC(=O)C1(Cc2ccc(O)cc2)OC(=O)C(O)=C1c1ccc(O)cc1 (stereo not given) | i | i | 1.3
Cc1ccc(NC(=O)Cc2noc3ccccc23)c(C)c1 | i | i | -1.0
O=C1CC(c2ccco2)Cc2nc(Nc3ccc(F)cc3)ncc21 (stereo not given) | i | i | 0.2
O=C(CCc1ccccc1)NNC(=O)c1ccccc1Br | i | i | -0.4
COc1ccc(-c2cc(=O)oc3c(C)c(OCC(=O)NCCCn4ccnc4)ccc23)cc1 | i | i | -0.4
CC(C)CN(C(=O)CCCOc1ccc(Cl)cc1Cl)c1c(N)n(Cc2ccccc2)c(=O)[nH]c1=O | i | i | 11
